Assay outcomes as filed in PubChem.
MIN6 prolif: inducers of MIN6 beta-cell proliferation, primary screen, ATP luminescence, uHTS | MIN6 cells proliferation, ATPlite luminescence, 48 h; cells starved in 0.2% serum; 100% = growth in 10% serum | proliferation, % at 10 µM | 330,000 tested, 0.29% active;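 active means compounds whose signal lies at least 3.5 SD above the mean of all wells on their plate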;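 further: 0% = DMSO-treated cells in low-serum medium and 100% = 10% serum control; some compounds called inactive have numbers as strong as hits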
tim10-1 inh: growth inhibitors of tim10-1 mutant yeast, primary screen, luminescence, uHTS. AID 463190, 2010. 330,000 tested, 2.2% active. inhibition, % at 20 µM. S. cerevisiae tim10-1 ts strain growth, BacTiter-Glo, 24 h;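 active means inhibition of at least 40%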;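 further: mutant grown at 25 °C; 0% = DMSO wells with yeast and 100% = wells holding no yeast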
A3G deaminase: APOBEC3G DNA deaminase inhibitors, primary screen, biochemical, fluorescence, single-stranded DNA substrate, uHTS; DNA dC->dU-editing enzyme APOBEC-3G (Homo sapiens), Q9HC16; recombinant A3G, ssDNA deamination FAM/TAMRA fluorescence; inhibition, % at 20 µM; 330,000 tested, 0.28% active; AID 493012, 2011;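 active means inhibition of at least 40% at 20 µM, with no more than 30% in the related APOBEC3A deaminase screen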;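 further: plate controls were DMSO wells with A3G for no effect and wells lacking A3G enzyme for full effect; some compounds called inactive have numbers as strong as hits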
Target sequence (Q9HC16 whole entry, looked up): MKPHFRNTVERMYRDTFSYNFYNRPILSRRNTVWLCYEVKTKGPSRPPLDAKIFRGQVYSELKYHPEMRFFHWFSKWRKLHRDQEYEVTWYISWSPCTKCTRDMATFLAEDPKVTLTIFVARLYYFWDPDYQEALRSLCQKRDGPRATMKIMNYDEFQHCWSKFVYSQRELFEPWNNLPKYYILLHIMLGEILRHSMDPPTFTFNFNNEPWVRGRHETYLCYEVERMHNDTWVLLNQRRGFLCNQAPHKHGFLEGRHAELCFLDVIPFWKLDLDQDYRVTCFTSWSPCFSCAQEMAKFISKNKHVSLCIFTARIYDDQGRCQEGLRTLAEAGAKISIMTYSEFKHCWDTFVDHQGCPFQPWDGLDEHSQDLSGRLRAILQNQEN
APOBEC3A inh: APOBEC3A ssDNA deaminase inhibitors, primary screen, selectivity assay for APOBEC3G inhibitor project, biochemical, FAM/TAMRA oligo cleavage fluorescence; DNA dC->dU-editing enzyme APOBEC-3A (Homo sapiens), P31941; recombinant A3A, FAM/TAMRA ssDNA deamination fluorescence; inhibition, % at 20 µM; 330,000 tested, 0.41% active; AID 493011, 2011;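 active means at least 40% inhibition at 20 µM here, with at most 30% in a related deaminase screen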;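 further: plate controls were A3A with DMSO for no effect and wells lacking A3A enzyme for full effect; some results filed as inactive read as strong as hits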
Target sequence (P31941 whole entry, looked up): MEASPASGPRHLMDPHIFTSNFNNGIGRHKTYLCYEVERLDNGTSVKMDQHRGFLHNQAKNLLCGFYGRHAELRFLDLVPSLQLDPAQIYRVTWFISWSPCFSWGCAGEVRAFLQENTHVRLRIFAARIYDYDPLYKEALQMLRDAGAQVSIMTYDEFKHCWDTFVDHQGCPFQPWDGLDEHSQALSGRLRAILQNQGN
mIAP activ: activators of mouse IAP, primary screen, biochemical, luminescence, uHTS; AID 2805, 2010; muIAP, CDP-Star luminescence, 30 min; stronger effect = higher value; 1 = vehicle-only enzyme signal, 0 = enzyme-free wells; activation factor at 10 µM; 330,000 tested, 0.24% active; intestinal alkaline phosphatase [Mus musculus];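 active means activation factor of at least 2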; further: the source names both 10 and 20 µM as test concentration; values of inactives mirror those of a sister screen read the other way
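Assay system: mouse IAP enzyme; reagent: chemiluminescent substrate CDP-Star; dosing: test compounds delivered from DMSO solution; schedule: 30 min at room temperature; measured by: luminescence from enzymatic CDP-Star hydrolysis; controls: DMSO-only wells and no-enzyme negative control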
hIAP inh: human IAP inhibitors, primary screen, biochemical, luminescence, uHTS; inhibition, % at 10 µM; 330,000 tested, 0.12% active; purified IAP, CDP-Star luminescence, 30 min; Intestinal-type alkaline phosphatase (Homo sapiens), P09923;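 active means inhibition reaching a set limit with compound at 10 µM in the primary screen, cut at about 35% in these data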;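 further: plate controls were DMSO wells with enzyme for no effect and no-enzyme buffer wells for full effect; values of inactives mirror those of a sister screen read the other way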
mIAP inh: inhibitors of mouse IAP, primary screen, biochemical, luminescence, uHTS; purified mouse IAP, CDP-Star luminescence, 30 min; inhibition, % at 10 µM; 330,000 tested, 0.2% active;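 active means inhibition of at least 40% at 10 µM in the primary screen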;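 further: plate controls were DMSO with enzyme for no effect and no enzyme wells for full effect; values of inactives mirror those of a sister screen read the other way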
TIM10 inh: growth inhibitors of isogenic TIM10 control yeast, primary screen, counter-screen for tim10-1 yeast inhibitor project, luminescence, uHTS. inhibition, % at 10 µM. S. cerevisiae TIM10 strain growth, BacTiter-Glo luminescence, 24 h. 330,000 tested, 1.4% active. AID 463195, 2010;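 active means inhibition of 40% or more at the single tested concentration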;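 further: wild-type TIM10 isogenic control strain grown at permissive 25 °C; 0% = DMSO yeast wells and 100% = minimal medium wells without yeast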
NALP3 yeast inh: NALP3 inflammasome inhibitors in reconstituted yeast, primary screen, luminescence, uHTS | Yeast reconstituted NLRP3/ASC/caspase-1, beta-gal luminescence, 24 h | AID 2825, 2010 | 330,000 tested, 0.39% active | inhibition, % at 10 µM;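 active means inhibition of 50% or more; inactive means inhibition below 50%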;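 further: plate controls were induced DMSO wells for no effect and uninduced yeast grown without galactose for full effect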
Starred values were filed as active, the others as inactive. Not a hit list; overall some 4.6% were active at least once.

Preview:
No.	Structure	MIN6 prolif	tim10-1 inh	A3G deaminase	APOBEC3A inh	mIAP activ
1	COc1ccccc1CNC(=O)c1cc(S(=O)(=O)N2CCOCC2)cn1C	-3	3	0	-1	0.88
2	COc1ccc(OC)c(C2/C(=C(/O)c3ccc(C)cc3)C(=O)C(=O)N2Cc2ccco2)c1 (stereo not given)	1	8	-4	-3	0.93
3	Cc1nc2ccccc2nc1OCC(=O)NCC(F)(F)F	0	-10	-8	-3	0.99
4	COc1cccc(-c2cc(C(=O)Nc3ccc4c(c3)OCO4)no2)c1	2	5	-8	-2	0.96
5	CN(Cc1cccc(F)c1)C(=O)C1CC(=O)N(c2ccc3c(c2)OCCO3)C1 (stereo not given)	-1	-1	-4	0	1.1
6	O=C(CSC1=Nc2ccccc2C2CC=NN12)NCc1ccco1 (stereo not given)	-5	2	4	6	0.92

No.	hIAP inh	mIAP inh	TIM10 inh	NALP3 yeast inh
1	2	12	-2	13
2	-24	7	-5	-8
3	-26	1	5	19
4	-4	4	5	10
5	-8	-7	-2	7
6	-7	8	4	22

The listing, repeating the preview:
No.	Structure	MIN6 prolif	tim10-1 inh	A3G deaminase	APOBEC3A inh	mIAP activ
1	COc1ccccc1CNC(=O)c1cc(S(=O)(=O)N2CCOCC2)cn1C	-3	3	0	-1	0.88
2	COc1ccc(OC)c(C2/C(=C(/O)c3ccc(C)cc3)C(=O)C(=O)N2Cc2ccco2)c1 (stereo not given)	1	8	-4	-3	0.93
3	Cc1nc2ccccc2nc1OCC(=O)NCC(F)(F)F	0	-10	-8	-3	0.99
4	COc1cccc(-c2cc(C(=O)Nc3ccc4c(c3)OCO4)no2)c1	2	5	-8	-2	0.96
5	CN(Cc1cccc(F)c1)C(=O)C1CC(=O)N(c2ccc3c(c2)OCCO3)C1 (stereo not given)	-1	-1	-4	0	1.1
6	O=C(CSC1=Nc2ccccc2C2CC=NN12)NCc1ccco1 (stereo not given)	-5	2	4	6	0.92
7	Cc1nn(C)c(C)c1C1Nc2ccccc2C(=O)N1O (stereo not given)	3	2	-2	-3	1.1
8	Cc1cccc2sc(NC(=O)CSCc3ccccc3)nc12	-3	3	-3	1	1

No.	hIAP inh	mIAP inh	TIM10 inh	NALP3 yeast inh
1	2	12	-2	13
2	-24	7	-5	-8
3	-26	1	5	19
4	-4	4	5	10
5	-8	-7	-2	7
6	-7	8	4	22
7	-4	-6	6	1
8	-27	-3	27	43

No.	Structure	MIN6 prolif	tim10-1 inh	A3G deaminase	APOBEC3A inh	mIAP activ
9	NC(=O)c1ccc(NC(=O)COC(=O)C2CC(=O)N(Cc3ccccc3)C2)cc1 (stereo not given)	-1	-3	-1	1	0.96
10	COc1ccc(CCN2CCCn3c2nc2c3c(=O)n(CC(C)C)c(=O)n2C)cc1OC	-3	11	-4	0	0.99
11	Cc1cccc(/C(N)=N/OC(=O)COc2ccc(Cl)cc2)c1	-2	50*	-4	-3	0.94
12	CN(C(=O)CSc1ncnc2scc(-c3ccccc3)c12)C1CCS(=O)(=O)C1 (stereo not given)	7	4	8	1	1
13	CSc1ccc(C(=O)C2CCCN(C(=O)CCc3c(C)nn(C)c3C)C2)cc1 (stereo not given)	-3	8	-6	-2	0.83
14	CC(C)OC(=O)COc1cc(O)c2c(=O)cc(-c3ccccc3)oc2c1	7	-8	-5	0	0.92
15	Cc1cccc(N2CCN(C(=O)c3cccn4c(=O)c5c(C)c(C)sc5nc34)CC2)c1C	-2	11	0	-1	0.94
16	O=C1COc2ccc(C(=O)COC(=O)c3nc(Cl)ccc3Cl)cc2N1	2	-12	-10	0	0.92

No.	hIAP inh	mIAP inh	TIM10 inh	NALP3 yeast inh
9	6	4	-25	-4
10	9	1	0	1
11	-24	6	21	26
12	6	0	5	11
13	-2	17	7	12
14	9	8	-3	7
15	0	6	6	0
16	-10	8	8	5

No.	Structure	MIN6 prolif	tim10-1 inh	A3G deaminase	APOBEC3A inh	mIAP activ
17	O=C(CN1CCOCC1)Nc1ncccn1	0	12	4	-1	1
18	COc1ccc(Cl)cc1NC(=O)CSc1nnc(Cc2cccn2C)n1-c1ccc(F)cc1	-7	27	-7	0	0.88
19	CCOC(=O)c1ccc2ncc(C(=O)OCC)c(NCCN(C)C)c2c1	-1	7	2	1	0.91
20	NC(=O)COC(=O)c1ccccc1OCc1ccccc1	1	12	-3	0	1
21	CC(C)(C)NC(=O)CSc1nc(N)cc(=O)[nH]1	0	-10	-5	-4	1
22	CCOc1ccccc1N1CC(C(=O)Nc2cc(S(C)(=O)=O)ccc2Cl)CC1=O (stereo not given)	0	3	0	4	1.1
23	CCNC(=O)C(CC(C)C)NC(=O)C(CO)NC(=O)C1CCC(=O)N1 (stereo not given)	1	3	-6	-9	1.1
24	O=C1CC2(CCN(C(=O)C3CC(=O)N(c4ccc(F)cc4)C3)CC2)Oc2ccccc21 (stereo not given)	-4	-47	-3	3	1

No.	hIAP inh	mIAP inh	TIM10 inh	NALP3 yeast inh
17	-2	-5	-9	5
18	10	12	17	21
19	22	9	-2	22
20	-22	0	9	14
21	3	0	4	-2
22	-5	-14	-3	8
23	3	-5	-20	2
24	-7	0	-37	8

No.	Structure	MIN6 prolif	tim10-1 inh	A3G deaminase	APOBEC3A inh	mIAP activ
25	CN(CC(=O)Nc1c(Cl)cccc1Cl)C(=O)c1ccccc1Cc1ccccc1	0	19	-10	-3	1
26	COc1cc(Nc2nc(-c3ccccc3)c3cc(C)ccc3n2)cc(OC)c1OC	-6	17	-2	-2	0.91
27	COc1cccc(C(=O)N2CCN(C(=O)c3cccc(F)c3)CC2)c1	0	3	-8	-5	1
28	CCn1c(N2CCN(CC(=O)c3c[nH]c4ccccc34)CC2)nc2c1c(=O)[nH]c(=O)n2C	-2	12	0	10	1.1
29	Cc1ccsc1/C=C1/SC(N2CC(C)OC(C)C2)=NC1=O (stereo not given)	0	22	0	-1	1.1
30	COc1cc2nc(=S)n3[nH]c(CCn4nc(C)cc4C)nc3c2cc1OC	0	13	-5	-5	1
31	CCSc1nnc(Nc2ccc(C)cc2)s1	-3	24	-7	6	1
32	COC(=O)[C@H](Cc1ccccc1)NC(=O)Cn1cnc2c(OCc3ccccc3)ncnc21	1	16	0	-3	1

No.	hIAP inh	mIAP inh	TIM10 inh	NALP3 yeast inh
25	-12	-2	26	11
26	9	9	19	4
27	-15	0	-20	-3
28	8	-11	-11	-8
29	19	-7	20	10
30	12	-4	7	48
31	-4	-1	16	9
32	-7	-3	11	-4

No.	Structure	MIN6 prolif	tim10-1 inh	A3G deaminase	APOBEC3A inh	mIAP activ
33	O=C(Cc1ccccc1)c1c[nH]c(C(=O)NCCCN2CCOCC2)c1	-3	5	-4	1	0.95
34	CC(=O)c1ccccc1C(=O)N1CCC(n2nccc2NC(=O)C2CC2)CC1	-3	-6	-3	-4	1
35	Nc1nc(-c2cccs2)cs1	-1	18	7	-1	0.54
36	COc1ccc(/C(=C/c2ccc(OC(F)F)c(OC)c2)C(=O)O)cc1OC	2	16	-9	-4	1.1
37	Cc1cc(Cl)c(S(=O)(=O)NC(C(=O)O)c2ccccc2)cc1OCC(N)=O (stereo not given)	-2	9	0	1	0.95
38	COc1ccccc1CNC(=O)CN1C(=O)NC(Cc2ccccc2)(c2ccccc2)C1=O (stereo not given)	-3	9	0	-1	1.2
39	CC(=O)C1=C(O)C(=O)N(Cc2ccccc2)C1c1ccc([N+](=O)[O-])cc1 (stereo not given)	0	-8	-5	-3	0.97
40	CCCCOc1c(Cl)cc(C(=O)N2CCN(CC(=O)N3CCCC3)CC2)cc1OCC	-3	10	0	-3	1

No.	hIAP inh	mIAP inh	TIM10 inh	NALP3 yeast inh
33	1	4	-13	7
34	-26	-1	4	7
35	-8	46*	-5	-5
36	10	-6	-4	-4
37	13	5	1	13
38	19	-22	-5	12
39	-26	3	5	-7
40	-13	0	1	19

No.	Structure	MIN6 prolif	tim10-1 inh	A3G deaminase	APOBEC3A inh	mIAP activ
41	CCOC(=O)C1=C(COC(=O)CCOc2ccccc2C)NC(=O)NC1C (stereo not given)	3	1	-3	-1	1.1
42	Cc1ccc(NC(=O)c2cc([N+](=O)[O-])ccc2N2CCOCC2)cc1S(=O)(=O)N(C)C	-1	22	-5	0	0.98
43	COc1ccc(CC(NC(C)=O)C(=O)N2CCN(C(=O)Nc3cccc(Cl)c3)CC2)cc1OC (stereo not given)	-2	-5	-9	-5	1.1
44	COc1ccc2c(C)cc(SCC(=O)NC3CCCC3)nc2c1	5	6	-9	-4	0.95
45	CCc1ccc(N/C(N)=N/c2nc(CSc3ncccn3)cc(=O)[nH]2)cc1	0	-4	-7	0	1
46	O=C(Cc1cccs1)NNC(=S)NC(=O)c1ccc(F)c(F)c1	0	25	-4	-1	0.89
47	O=S(=O)(NCCS(=O)(=O)N1CCN(c2ccccc2)CC1)c1ccccc1	-4	-6	-3	-3	1.1
48	CN1CCOc2cc(S(=O)(=O)Nc3ccc(F)cc3)ccc21	-1	17	2	-1	0.95

No.	hIAP inh	mIAP inh	TIM10 inh	NALP3 yeast inh
41	6	-6	-4	14
42	9	2	-6	3
43	1	-5	5	10
44	11	5	12	48
45	-103	0	0	6
46	-1	11	14	22
47	-27	-12	1	13
48	1	5	2	-3

No.	Structure	MIN6 prolif	tim10-1 inh	A3G deaminase	APOBEC3A inh	mIAP activ
49	COc1ccc(-c2nn(-c3ccccc3)cc2/C=C(\C#N)C(N)=O)cc1[N+](=O)[O-]	7	11	1	3	0.99
50	COCCn1c(SCC(=O)N(C)C2CCS(=O)(=O)C2)nc2ccccc2c1=O (stereo not given)	-1	17	-6	-5	1.2
51	COc1cccc(NC(=O)CSc2nc3ccccc3c(=O)n2CCCC(=O)N2CCCC2)c1	1	14	-3	0	1
52	O=C(c1ccc(S(=O)(=O)N2CCC(c3nc4ccccc4s3)CC2)cc1)N1CCOCC1	-2	9	-6	-2	1
53	COCCCNC(=O)CCC(=O)Nc1ccc2nc(N3CCOCC3)cc(C)c2c1	-4	5	2	1	0.94
54	COc1ccc(C(=O)Cn2nnc(-c3cccs3)n2)cc1	3	17	0	2	0.91
55	COC(=O)c1cccnc1-n1c(=O)c2cccnc2n(Cc2cccc(OC)c2)c1=O	-1	27	-7	-4	0.88
56	CC(=O)c1ccc(NC(=O)CSCC(=O)Nc2ccc3ccccc3c2)cc1	-3	6	1	0	1.1
57	O=C(NCc1ccccn1)c1ccc(CNS(=O)(=O)c2ccc(F)cc2)cc1	-3	10	-6	-2	0.93

No.	hIAP inh	mIAP inh	TIM10 inh	NALP3 yeast inh
49	1	1	9	26
50	-17	-17	-7	2
51	8	-4	12	3
52	7	-1	6	-4
53	-11	6	-3	-2
54	-5	10	22	34
55	6	12	3	5
56	-82	-8	-10	21
57	13	7	7	2
